# Screens: PubChem BioAssay, National Center for Advancing Translational Sciences (NCATS)
# RORgamma inh: ROR gamma (mouse) transcription inhibition; P51450; Drosophila S2 Gal4-RORgamma UAS-luciferase reporter, 20 h; Potency, µM (series often up to 53.6 µM), without a hit: top-dose activity change, negative = inhibition, hits mostly inhibitors; 5.4% of 310,000 active; note: % is set by controls: 0 for no effect and ±100 for the full control effect; nearly all actives have a fitted effect of over 60% in size
# Target sequence (P51450 whole entry, looked up, the tested form may be a part): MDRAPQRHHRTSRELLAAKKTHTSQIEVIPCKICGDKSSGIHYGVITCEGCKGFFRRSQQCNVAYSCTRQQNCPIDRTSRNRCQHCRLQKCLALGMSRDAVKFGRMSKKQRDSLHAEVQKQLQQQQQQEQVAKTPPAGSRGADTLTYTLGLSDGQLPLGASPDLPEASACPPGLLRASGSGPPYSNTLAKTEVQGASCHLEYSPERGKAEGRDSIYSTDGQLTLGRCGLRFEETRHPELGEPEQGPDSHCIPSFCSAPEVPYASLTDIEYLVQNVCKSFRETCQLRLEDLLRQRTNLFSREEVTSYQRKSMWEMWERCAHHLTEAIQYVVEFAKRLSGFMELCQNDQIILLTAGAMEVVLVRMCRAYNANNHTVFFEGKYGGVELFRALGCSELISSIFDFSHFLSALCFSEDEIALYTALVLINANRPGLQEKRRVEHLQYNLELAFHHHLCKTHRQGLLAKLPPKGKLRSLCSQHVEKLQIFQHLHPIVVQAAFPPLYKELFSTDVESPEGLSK
#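 Drosophila Schneider cells stably carrying a metallothionein-driven Gal4 DBD–ROR gamma fusion and a UAS-Photinus luciferase reporter were exposed to compound for 1 hr, then induced with copper sulfate (700 uM final) for 20 hr at ambient temperature before luminescence reading.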
# NPC1 promoter act: NPC1 promoter activation; Potency, µM (titrated, usually from 9.22 µM), for the others: at the top dose activation, usual class: activators; 2.4% of 320,000 active; Huh7 NPC1 promoter luciferase reporter, 24 h;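 note: % of control where 0% means no effect; nearly all actives have a fitted effect of over 60% in size; reporter is driven by a mutant NPC1 promoter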
#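 Luciferase expression driven by the NPC1 promoter was measured in stably transfected Huh7 cells after a 24 h compound incubation, using a luciferase reagent and a luminescence read.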
# ELG1 genotox: genotoxicity induction in ELG1-luciferase HEK293T cells. HEK293T ELG1-luciferase reporter, luminescence, 16 h. Potency, µM (top dose mostly 46 µM), for inactives: at the top dose activity change, positive = activation, most hits filed as activators. 1.3% of 330,000 active. AID 504466; note: % of control where 0% means no effect; nearly all actives have a fitted effect of over 60% in size
#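 After overnight (16 hr) compound treatment at 37 °C, ELG1-luciferase HEK293T cells were lysed with ONE-Glo; luminescence quantified 30 min later at room temperature.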
# MBNL1-CUG inh: inhibitors of human MBNL1 binding to CUG repeat RNA. TR-FRET MBNL1-His/biotin-(CUG)12 binding, 665/545 ratio. 0.036% of 280,000 active. Potency, µM (titrated, usually from 57.5 µM), without a hit: at the highest dose activity change, negative = inhibition, actives largely listed as inhibitors; active = well fitted inhibition curve with a large enough effect in the signal ratio, with a control signal flat, not every such curve was filed as active; inconclusive = small, poorly fitted or top-dose-only effect, or effect the other way, or a change in a side signal; inactive = no such curve, though single readings can be large or run the other way; the % refers to the signal ratio; note: % is set by controls: 0 for no effect and ±100 for the full control effect
# Target sequence (Q9NR56 whole entry, looked up): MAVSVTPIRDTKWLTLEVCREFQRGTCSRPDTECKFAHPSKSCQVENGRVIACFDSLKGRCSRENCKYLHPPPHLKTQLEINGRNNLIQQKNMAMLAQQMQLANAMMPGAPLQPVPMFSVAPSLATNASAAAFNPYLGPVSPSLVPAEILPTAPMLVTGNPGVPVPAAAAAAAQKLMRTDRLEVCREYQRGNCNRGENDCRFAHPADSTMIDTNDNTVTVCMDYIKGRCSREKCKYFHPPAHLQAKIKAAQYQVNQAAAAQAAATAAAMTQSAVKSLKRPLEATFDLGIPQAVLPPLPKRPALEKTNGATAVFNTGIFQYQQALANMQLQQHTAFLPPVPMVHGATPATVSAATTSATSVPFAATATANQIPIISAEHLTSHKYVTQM
#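 TR-FRET between His-tagged MBNL1 and biotin-(CUG)12 RNA, detected with Tb anti-His antibody (0.055 ng/ul) and streptavidin-XL665 (5 nM), 60 min at room temperature. Compounds titrated 92 nM to 58 uM; 665/545 nm ratio normalized to buffer and complex controls.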
# FLuc counter: counter-screen for miR-21 project: firefly luciferase inhibitors or activators. purified FLuc, Km substrates, luminescence inhibition. Potency, µM (top dose mostly 57.5 µM), inactives show top-dose activity change, negative = inhibition, most hits filed as inhibitors. 6.9% of 360,000 active. AID 588342;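 note: plate controls were vehicle for no effect and reference inhibitor for full effect; nearly all actives have a fitted effect of over 55% in size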
#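 Purified P. pyralis luciferase (10nM final) with 10uM D-luciferin and 10uM ATP (Km levels) in 50mM Tris acetate pH 7.5, 10mM Mg acetate, 0.01% Tween-20, 0.05% BSA; qHTS 6-point titration, ~60 µM downward; luminescence read.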
# VP16 counter: Gal4-VP16 reporter inhibition counter-screen. Potency, µM (series often up to 53.6 µM), without a hit: top-dose activity, negative = inhibition, usual class: inhibitors. 3.5% of 310,000 active. Drosophila S2 Gal4-VP16 UAS-luciferase, luminescence, 20 h;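 note: Gal4-VP16 expression switched on by copper sulfate through the metallothionein promoter; % is set by controls: 0 for no effect and ±100 for the full control effect; nearly all actives have a fitted effect of over 50% in size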
# BRCA1 expr act: BRCA1 expression activation | MCF7-BRCA1-FFLuc reporter, luminescence, 48 h; response scale: scaled: vehicle 0%, 10 µM genistein 100% | Potency, µM (series often up to 46.1 µM), for inactives: top-dose activation, most hits filed as activators | 1.1% of 380,000 active | AID 624202; note: nearly all actives have a fitted effect of over 80% in size; some results filed as inactive show a strong effect at the top dose
#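 Reporter cells (MCF7, BRCA1 promoter-firefly luciferase) received library compounds across a concentration series for 48 h. End-point luminescence was measured and concentration-effect curves derived after normalization.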
# p53 reactivator: mutant p53 re-activation in reporter cells; H1299 p53-A138V BP100-luciferase reporter, luminescence, 24 h; Potency, µM (doses to about 92.2 µM), for the others: top-dose activity change, positive = activation, hits mostly activators; 0.063% of 320,000 active; AID 504706; note: % of control where 0% means no effect; nearly all actives have a fitted effect of over 45% in size
#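 H1299 (p53-null), stable ts p53-A138V + BP100-Luc; 1000 cells/well, Opti-MEM/10% FBS; cpd 4 pt, 1:5; 24 h, 37 deg C, 5% CO2; detection reagent 10 min RT; luminescence.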
# uPA surface inh: inhibitors of cell surface uPA generation. cell surface uPA generation assay, qHTS. Potency, µM (titrated, usually from 38.3 µM), for inactives: at the highest dose activity change, negative = inhibition, actives largely listed as inhibitors. 0.31% of 330,000 active. AID 540303; active = well fitted inhibition curve with a large enough effect; inconclusive = small, poorly fitted or top-dose-only effect; inactive = no such curve, though single readings can be large or run the other way; tested in mouse RAW 264.7 cells; note: % is set by controls: 0 for no effect and ±100 for the full control effect; nearly all actives have a fitted effect of over 55% in size
# Rab9 prom act: activators of Rab9 promoter; Huh7 Rab9 promoter-luciferase reporter, luminescence, 24 h; Potency, µM (series often up to 9.22 µM), inactives show at the highest dose activation, negative = inhibition, hits mostly activators; 2.8% of 320,000 active; note: % of control where 0% means no effect; nearly all actives have a fitted effect of over 60% in size
#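 Cells were plated at 1500 per well in reduced-serum medium with 10% FBS and left 2 h. Compound in DMSO was then added for 24 h at 37 °C. Reporter signal was read by luminescence after 10 min with luciferase detection reagent.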
# Active calls of the source: *; ? = inconclusive; . = no result given; & = joins results of further samples; [ ] = dose if it differs, or a comment. Unless noted, calls come from the whole dose curve; as a rule, active = well fitted curve in the direction sought with a large enough effect; inconclusive = small, poorly fitted or top-dose-only effect, or another doubt; inactive = no such curve, though single readings can be large; an effect the other way counts as inactive or inconclusive. Potency is the fitted concentration of half-maximal effect.
# Preview, 2 compounds:
SMILES,RORgamma inh,NPC1 promoter act,ELG1 genotox,MBNL1-CUG inh,FLuc counter,VP16 counter,BRCA1 expr act,p53 reactivator,uPA surface inh,Rab9 prom act
CCOC(=O)c1cn2nc(Oc3ccccc3)ccc2n1,0%,2.2µM*,?,4%,15µM*,19%,?,8%,4%,2.8µM*
CCC(C)(C)n1nnnc1CN1CCN(c2nc3ccc(C)cc3cc2C#N)CC1,-15%,3%,-4%,-11%,5%,-7%,-22%,-21%,0%,6%

# Results, previewed entries included:
SMILES,RORgamma inh,NPC1 promoter act,ELG1 genotox,MBNL1-CUG inh,FLuc counter,VP16 counter,BRCA1 expr act,p53 reactivator,uPA surface inh,Rab9 prom act
CCOC(=O)c1cn2nc(Oc3ccccc3)ccc2n1,0%,2.2µM*,?,4%,15µM*,19%,?,8%,4%,2.8µM*
CCC(C)(C)n1nnnc1CN1CCN(c2nc3ccc(C)cc3cc2C#N)CC1,-15%,3%,-4%,-11%,5%,-7%,-22%,-21%,0%,6%
O=c1cnnc(Nc2ccccc2F)[nH]1,0%,3%,0%,-6%,-5%,4%,-10%,0%,1%,-3%
CCN1CCCC1CNS(=O)(=O)c1ccc(C(=O)Nc2ccccc2)cc1 (stereo not given),-43%,-2%,0%,3%,7%,3%,12%,-1%,-2%,-3%
Cc1[nH]c2ccccc2c1-c1csc(NC(=O)CN2CCOCC2)n1,3%,-2%,3%,-6%,-2%,-24%,-11%,-4%,.,-2%
c1ccc(CN2CCC(=NNc3nc4ccccc4[nH]3)CC2)cc1,22µM*,-2%,2%,4%,19µM*,-25%,-37%,1%,6%,0%
CCc1cccc(NC(=O)COC(=O)C2CCN(c3ccc(C(F)(F)F)cn3)CC2)c1,.,-1%,5%,.,-20%,.,-1%,-1%,-3%,2%
COc1ccc(CNC(N)=O)cc1OC,-8%,-1%,1%,6%,3%,-1%,-26%,-1%,-5%,-3%
CCOC(=O)C1=C(COC(=O)CCCOc2ccccc2)NC(=O)NC1C (stereo not given),.,-3%,1%,.,4%,.,1%,2%,2%,-4%
COc1ccc(NC(=O)c2oc3ccccc3c2CSC)cc1S(=O)(=O)N1CCOCC1,.,.,2%,.,.,.,-6%,2%,3%,.
O=C(Nc1ccc(Cl)cc1)Nc1ccc(Oc2cccnc2)nc1,38%,17%,8%,-6%,-29%,-13%,28%,4%,-5%,0%
COc1ccc(S(=O)(=O)NNC(=O)C2CC(c3cccnc3)=NO2)cc1 (stereo not given),13%,0%,3%,5%,-2%,2%,-10%,8%,1%,-3%

# Reformatted tab-delimited: 11 of the compounds above.
SMILES	RORgamma inh	NPC1 promoter act	ELG1 genotox	MBNL1-CUG inh	FLuc counter	VP16 counter	BRCA1 expr act	p53 reactivator	uPA surface inh	Rab9 prom act
CCC(C)(C)n1nnnc1CN1CCN(c2nc3ccc(C)cc3cc2C#N)CC1	-15%	3%	-4%	-11%	5%	-7%	-22%	-21%	0%	6%
O=c1cnnc(Nc2ccccc2F)[nH]1	0%	3%	0%	-6%	-5%	4%	-10%	0%	1%	-3%
CCN1CCCC1CNS(=O)(=O)c1ccc(C(=O)Nc2ccccc2)cc1 (stereo not given)	-43%	-2%	0%	3%	7%	3%	12%	-1%	-2%	-3%
Cc1[nH]c2ccccc2c1-c1csc(NC(=O)CN2CCOCC2)n1	3%	-2%	3%	-6%	-2%	-24%	-11%	-4%	.	-2%
c1ccc(CN2CCC(=NNc3nc4ccccc4[nH]3)CC2)cc1	22µM*	-2%	2%	4%	19µM*	-25%	-37%	1%	6%	0%
CCc1cccc(NC(=O)COC(=O)C2CCN(c3ccc(C(F)(F)F)cn3)CC2)c1	.	-1%	5%	.	-20%	.	-1%	-1%	-3%	2%
COc1ccc(CNC(N)=O)cc1OC	-8%	-1%	1%	6%	3%	-1%	-26%	-1%	-5%	-3%
CCOC(=O)C1=C(COC(=O)CCCOc2ccccc2)NC(=O)NC1C (stereo not given)	.	-3%	1%	.	4%	.	1%	2%	2%	-4%
COc1ccc(NC(=O)c2oc3ccccc3c2CSC)cc1S(=O)(=O)N1CCOCC1	.	.	2%	.	.	.	-6%	2%	3%	.
O=C(Nc1ccc(Cl)cc1)Nc1ccc(Oc2cccnc2)nc1	38%	17%	8%	-6%	-29%	-13%	28%	4%	-5%	0%
COc1ccc(S(=O)(=O)NNC(=O)C2CC(c3cccnc3)=NO2)cc1 (stereo not given)	13%	0%	3%	5%	-2%	2%	-10%	8%	1%	-3%

# (more compounds)
SMILES,RORgamma inh,NPC1 promoter act,ELG1 genotox,MBNL1-CUG inh,FLuc counter,VP16 counter,BRCA1 expr act,p53 reactivator,uPA surface inh,Rab9 prom act
CC(Oc1ccc2ccc(=O)oc2c1)C(=O)NCCCn1ccnc1 (stereo not given),-15%,0%,2%,-2%,2%,-6%,-2%,1%,-1%,2%
O=C(COC(=O)/C=C/c1ccc([N+](=O)[O-])cc1)NCc1ccc2c(c1)OCO2,25%,0%,-2%,.,0%,-5%,-7%,1%,3%,0%
COc1ccc(OC)c(S(=O)(=O)N2CCN(C(=O)c3ccco3)CC2)c1,.,1%,-4%,-9%,-4%,.,-1%,.,-3%,-3%
COc1cc(/C=N/Nc2nc(C)cc(=O)[nH]2)ccc1O,-4%,-1%,2%,4%,?,2%,-9%,8%,-14%,-1%
Cc1ccc(C(=O)Nc2ccc(Cl)cn2)cc1,-22%,9%,2.3µM*,-6%,1.3µM*,?,-59%,30%,?,?
CCN(CC(=O)Nc1ccc2c(c1)OCCO2)C(=O)CC(NC(C)=O)c1ccccc1 (stereo not given),.,-2%,-2%,.,-1%,.,18%,2%,11%,-1%
Cc1cc(NC(=O)Nc2cc(F)ccc2C)n(C)n1,11%,4%,-1%,-9%,5%,4%,-1%,6%,0%,3%
O=Cc1ccccc1Oc1ccccc1,-6%,-4%,1%,-5%,-6%,0%,4%,8%,-5%,1%
Cc1cccc(Cn2cc(/C=C/[N+](=O)[O-])c3ccccc32)c1,?,-2%,12%,2%,-1%,?,-4%,-12%,-11%,0%
COc1ccc(Cc2nn3c(-c4ccccc4Br)nnc3s2)cc1,35%,0%,15%,-5%,-9%,-5%,-4%,-3%,-9%,-1%
CC(=O)c1ccc(NC(=O)Cc2cccs2)cc1,13%[1.91 µM],2.8µM*,?,7%,?,26%,85%,.,2%,2.5µM*
CC(C)CC(=O)Nc1cccc(NC(=O)c2ccccc2Cl)c1,2%,-1%,-2%,.,-19%,4%,-13%,-4%,-4%,0%
CSc1ccc(Cl)c(C(=O)NCCOc2ccccc2)c1,?,-1%,3%,9%,-7%,?,83%,4%,-9%,.
Cc1cc(C)nc(Nc2n[nH]c(-c3cccc4ccccc34)n2)n1,11µM*,26%,3%,0%,12µM*,?,67%,10%,19%,30%
OCC[C@H]1C[C@@H](O)[C@H](O)[C@]2(CCc3ccccc3O2)O1,.,-2%,3%,.,-1%,.,1%,-1%,-3%,-1%
CCOC(=O)C1CCCN(S(=O)(=O)CCNC(=O)c2cccc(OC)c2)C1 (stereo not given),.,-2%,-2%,.,-5%,.,5%,0%,-1%,0%
COC(=O)C1CSC(C)(C)C(=O)N1 (stereo not given),-10%,-1%,-1%,-5%,0%,8%,-4%,0%,-17%,-8%
CN(C)S(=O)(=O)c1ccc(C(=O)OCC(=O)NC(=O)NC2CCCC2)cc1,.,.,-7%,.,.,.,5%,1%,4%,.
COc1ccc(/C=N/NC(=O)c2cccnc2)cc1CN1CCc2cc(OC)c(OC)cc2C1C (stereo not given),-2%,-2%,-6%,-9%,2%,-10%,-4%,6%,9%,-7%
COc1ccc2oc(C(=O)Nc3ccc(S(=O)(=O)N(C)C4CCN(C)CC4)cc3)c(C)c2c1,-10%,-1%,25%,-1%,?,-8%,-1%,-16%,?,3%
CN1C(=S)SC(C)(NO)C1(C)C (stereo not given),16µM*,-1%,2%,-6%,2%,?,0%,13%,.,18%
O=c1[nH]c(SCc2ccc(Cl)cc2)nc2ccsc12,16%,30%,11%,4%,6µM*,-6%,4.5µM*,14%,-4%,?
CCC(CO)NCc1ccc(-c2ccccc2)cc1 (stereo not given),-6%,-4%,0%,-1%,0%,-13%,4%,?,2%,-4%
CCOC(=O)c1ccccc1NC(=O)COC(=O)c1c(CC)noc1C,.,-6%,3%,.,1%,.,3%,-4%,4%,0%
O=c1oc2ccccc2c2c1C1O[C@](c3ccsc3)(Cc3ccccc31)O2,-1%[10 µM],0%[1.84 µM],.,0%[11.5 µM],-4%[11.5 µM],-5%[10 µM],.,.,.,-1%[1.84 µM]
CC(C)(C)OC(=O)N1CCC[C@H]1c1nnc(SCc2ccccc2Cl)o1,5%,0%,-2%,-2%,2%,-8%,-31%,-4%,7%,18%
CO/N=C\CC(=O)Nc1ccc(Cl)c(Cl)c1,8%,-32%[inhibitor],-5%,7%,-15%,3%,-23%,-2%,-15%,-28%
Cc1cc2ccccn2c1C(=O)c1nc(NCc2ccco2)ncc1Cl,-10%,-2%,-5%,13%,-1%,-6%,-4%,2%,-2%,2%
N=C1/C(=C/c2ccc(OCc3ccccc3)cc2)C(=O)N=C2SC(CC(=O)N3CCOCC3)=NN12,3%,-2%,8%,-1%,?,-6%,14µM*,?,2%,1%
COc1ccc(CCNC(=O)c2ccc3c(c2)N(Cc2ccccc2)CCS3)cc1OC,17%,2%,-13%,12%,1%&-9%,-2%,-57%,-8%,2%,-6%
